Bcl-B displacement: displacers of TR3 peptide from Bcl-B, primary screen, selectivity assay for Bfl-1 inhibitor project, biochemical, fluorescence polarization; FP displacement of FITC-TR3 peptide from Bcl-B; higher % means a stronger effect; one-dose displacement, % at 20 µM; IC50 in µM for titrated hits; 96,000 compounds, 0.11% hits;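 active = displacement above 50% at 20 µM plus a fluorescence interference ratio under 1.5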;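 also: plate controls were wells without compound for no effect and wells lacking Bcl-B protein for full effect; a part of the inactive calls stands beside numbers as strong as those of hits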
PLAP inhibition: inhibition of human placental alkaline phosphatase – biochemical, luminescence, HTS (AID 690). purified PLAP, luminescent substrate; higher % means a stronger effect. inhibition, % at 20 µM; hits with a dose series show IC50 in µM. 96,000 compounds, 0.08% hits; in the data active = a potency from the dose series; inactive = the rest, 99 in 100 with inhibition below about 30%; also: strong numbers were not always called active
IL1B NFkB inh: blocks IL-1B driven NFkB nuclear translocation in HUVEC cells. HUVEC IL-1B NFkB p65 nuclear translocation imaging. inhibition, % at 2 µM. 94,000 compounds, 0.43% hits;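 active = inhibition above about 30% together with a positive call from visual inspection of the well image, limit read from the data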;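 also: nuclear over cytoplasmic p65 intensity ratio measured by imaging; 0% = IL-1B stimulated DMSO wells and 100% = unstimulated DMSO wells; values of inactives mirror those of a sister screen read the other way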
MRP resist rev: reverses drug resistance mediated by MRP | AID 602 | differential viability (reversal), % at 10 µM | H69AR cells + 2 uM doxorubicin, CellTiter-Glo, 72 h | 85,000 compounds, 0.04% hits;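 active = viability drop by adding the cancer drug above about 55%, with treated viability meeting a 40% cutoff, limit read from the data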;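 also: viability without doxorubicin minus viability with 2 µM doxorubicin for each compound; larger differential means the compound sensitizes cells more to doxorubicin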
IL1B NFkB pot: enhances IL-1B driven NFkB nuclear translocation | HUVEC IL-1B NFkB p65 nuclear translocation imaging | activation, % at 2 µM | 94,000 compounds, 0.3% hits;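 active = activation above 40%, about the mean plus 3 SD, also judged a hit on visual image review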;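 also: percent activation is computed from the nuclear over cytoplasmic p65 intensity ratio; values of inactives mirror those of a sister screen read the other way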
MRP resist rev cytotoxicity: recorded beside MRP resist rev, whose call it bears; viability, %; H69AR cells, CellTiter-Glo, 72 h; measured here: cytotoxicity without doxorubicin
MRP resist rev with doxorubicin: recorded beside MRP resist rev, whose call it bears; viability, %; measured here: viability with 2 uM doxorubicin; stronger effect = lower value
IL1B NFkB inh cell count 2 µM: also measured in IL1B NFkB inh; calls as there; cell count; measured here: cells passing quality filter;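 raw number of nuclei counted in each imaged well without normalization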
IL1B NFkB pot cell count 2 µM: second read-out of IL1B NFkB pot, no call of its own (marks repeat the call); cell count; measured here: cells passing quality filter
* hit, by the source's call; / = not tested or not shown; & = joins results of further samples. An excerpt; rates above refer to the full screens.

mol,Bcl-B displacement,PLAP inhibition,IL1B NFkB inh,IL1B NFkB inh cell count 2 µM,MRP resist rev,MRP resist rev cytotoxicity,MRP resist rev with doxorubicin,IL1B NFkB pot,IL1B NFkB pot cell count 2 µM
NC(=O)c1cc(N)ccc1N1CCCC1,7%,10%,-18,203,-15,81,95,18,203
COc1ccc(CCNC(=O)C2CCCN(Cc3nc(-c4cccc(Cl)c4)oc3C)C2)cc1OC (centres undefined),-39%,-21%,-2,70,-12,56,68,4,70
CCOC(=O)COn1c(=O)c(-c2ccc(OC)c(OC)c2)[n+]([O-])c2ccccc21,/,/,2,110,/,/,/,-2,110
Cc1cc(NC2C3CC4CC(C3)CC2C4)n2ncnc2n1 (centres undefined),4%,5%,10,126,-10,69,79,-10,126
CCN1C(=O)c2cccc3c(S(=O)(=O)NC(Cc4c[nH]c5ccccc45)C(=O)O)ccc1c23 (centres undefined),-10%,7%,-16,178,/,/,/,16,178
CCOC(=O)c1c(CN2CCOCC2)n(C)c2cc(Br)c(O)c(CN(C)C)c12,-16%&-4%,-6%&-52%,-20&-2,124&207,11&5,77&99,65&94,20&2,124&207
O=C(Nc1nc(-c2cccs2)cs1)c1cc2ccccc2oc1=O,-17%,-11%,5,93,/,/,/,-5,93
CC1SCCN1S(=O)(=O)c1ccc2ccccc2c1 (centres undefined),/,/,-10,122,15,103,88,10,122
O=C(Nc1ccon1)c1cnc2sccn2c1=O,11%,-9%,7,155,-14,83,96,-7,155
COc1ccc(/C=N\NC(=O)CCN2CCN(c3ccccc3)CC2)cc1OC,5%,-19%,-10,160,/,/,/,10,160
COc1ccc2c(C)c(C(=O)NCC(C)O)oc2c1OC (centres undefined),-4%,20%,-20,142,/,/,/,20,142
Cc1noc(C)c1S(=O)(=O)N1CCC(Cc2ccccc2)CC1,6%,-6%,-2,136,9,91,82,2,136
CCCC(C(=O)NCC1CCCO1)N(Cc1ccco1)C(=O)CNS(=O)(=O)c1ccc(F)cc1 (centres undefined),1%,-47%,-6,161,19,95,77,7,161
Cc1ccc(S(=O)(=O)NCc2nnc(SCC(=O)Nc3cccc(C)c3C)n2C)cc1,7%,5%,-4,189,-3,106,109,4,189
O=C(NC(=O)c1ccc(Cl)c(Cl)c1)OC1CCS(=O)(=O)C1 (centres undefined),-1%,0%,/,/,8,107,99,/,/
OC(COCC1COc2ccccc2O1)CN1CCc2ccccc2C1 (centres undefined),0%,-39%,0,66,8,90,82,0,66
CN1CCN(c2nc(-c3ccccc3)cc(C(F)(F)F)n2)CC1,-2%,-10%,8,130,4,49,45,-8,130
COC(=O)c1cccc(NC(=O)CN2CCOCC2)c1,-3%,-3%,6,143,6,93,87,-6,143
Cc1ccc(-c2nnc(COc3cccc(-n4cnnn4)c3)o2)cc1,-2%,-1%,10,137,-15,60,75,-10,137
COc1ccc2[nH]c3nc(SCC(=O)Nc4ccc5c(c4)OCO5)nnc3c2c1,-12%,-48%,13,175,/,/,/,-13,175
O=C(N/N=C1\CCCc2ccccc21)c1cccc([N+](=O)[O-])c1,-6%,19%,12,137,/,/,/,-12,137
Cc1ccnc(SCC(=O)N2CCN(c3ccccc3)CC2)n1,/,/,5,138,9,80,71,-5,138
C=C1C(C(=O)N2CCOCC2)C1C(=O)N1CCOCC1 (centres undefined),4%,-57%,6,181,-16,93,109,-6,181
O=S(=O)(NC1=NCCCCC1)c1cccs1,3%,-16%,-4,106,-17,84,100,4,106
CCOC(=O)N1CCN(C(=O)c2oc3ccc(S(=O)(=O)N4CCCCCC4)cc3c2C)CC1,2%,-42%,-3,145,6,67,60,3,145
COc1cccc(C(=O)N(C)c2nnc(-c3ccncc3)s2)c1,5%,-20%,1,154,11,94,83,-1,154
CC1C(C#N)=C(N)OC2=C1C(=O)CC(C)(C)C2 (centres undefined),10%,-10%,-3,186,-14,90,104,3,186
CCc1c(C)nc(N)n2c(SCC(=O)N3CCCc4ccccc43)nnc12,0%,12%,-23,168,2,92,90,23,168

Gathered by group, the compounds so far containing an aryl methoxy group.
mol,Bcl-B displacement,PLAP inhibition,IL1B NFkB inh,IL1B NFkB inh cell count 2 µM,MRP resist rev,MRP resist rev cytotoxicity,MRP resist rev with doxorubicin,IL1B NFkB pot,IL1B NFkB pot cell count 2 µM
COc1ccc(CCNC(=O)C2CCCN(Cc3nc(-c4cccc(Cl)c4)oc3C)C2)cc1OC (centres undefined),-39%,-21%,-2,70,-12,56,68,4,70
CCOC(=O)COn1c(=O)c(-c2ccc(OC)c(OC)c2)[n+]([O-])c2ccccc21,/,/,2,110,/,/,/,-2,110
COc1ccc(/C=N\NC(=O)CCN2CCN(c3ccccc3)CC2)cc1OC,5%,-19%,-10,160,/,/,/,10,160
COc1ccc2c(C)c(C(=O)NCC(C)O)oc2c1OC (centres undefined),-4%,20%,-20,142,/,/,/,20,142
COc1ccc2[nH]c3nc(SCC(=O)Nc4ccc5c(c4)OCO5)nnc3c2c1,-12%,-48%,13,175,/,/,/,-13,175
COc1cccc(C(=O)N(C)c2nnc(-c3ccncc3)s2)c1,5%,-20%,1,154,11,94,83,-1,154

Assay outcomes (PubChem)
